High-throughput results deposited in PubChem BioAssay by The Scripps Research Institute Molecular Screening Center.
GalR3 antag: antagonists of human GalR3; O60755; 360,000 compounds, 0.44% hits; inhibition, % at 3 µM; HEK293 GalR3-CNG cAMP membrane potential fluorescence; galR3 body fused to GalR1 C-terminus;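 active = inhibition above the screen-wide average plus 3 SD, cut at about 13% in these data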;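 note: forskolin and galanin both at EC90 stimulate the cells; cAMP rise reported by CNG channel membrane potential dye signal; 0% = forskolin plus galanin with DMSO and 100% = forskolin alone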
Target sequence (O60755 1-299 limits assumed): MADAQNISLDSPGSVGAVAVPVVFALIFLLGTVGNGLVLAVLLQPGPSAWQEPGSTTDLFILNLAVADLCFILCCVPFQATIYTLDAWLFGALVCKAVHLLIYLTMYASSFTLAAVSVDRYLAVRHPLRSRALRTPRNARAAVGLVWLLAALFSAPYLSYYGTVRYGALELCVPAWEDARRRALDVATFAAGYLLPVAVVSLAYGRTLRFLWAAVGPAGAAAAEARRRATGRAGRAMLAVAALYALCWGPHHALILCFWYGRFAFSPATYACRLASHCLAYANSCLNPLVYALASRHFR
Starred values were filed as active, the others as inactive; & = joins results of further samples. Not all compounds are listed; rates above refer to the full screens.

GalR3 antag	compound
-2.9	CC(=O)O[C@@H]1C=C[C@@H](C#Cc2ccc(C(C)(C)C)cc2)O[C@@H]1COC(=O)NCc1ccccc1
-1.8	CC(C)C1CC2=C(C(=O)OC(C)(C)O2)C(c2ccc(Cl)cc2)O1 (configuration not stated)
-6.3	Cc1ccc(S(=O)(=O)N2[C@H](CC(=O)OCc3ccccc3)OC[C@@H]2C(C)C)cc1
-2.3	N#Cc1cccnc1N1CCN(C(C(=O)NC2CCCC2)c2ccco2)CC1 (configuration not stated)
-2.9	COc1ccc(OC)c(S(=O)(=O)NC(=O)C2(C)CCN2C(=O)Cc2ccc(Cl)cc2Cl)c1 (configuration not stated)
-5.6	COc1ccc(CNC(=O)[C@H](Cc2ccccc2)NC(=O)CC[C@H]2O[C@@H](n3ccc(=O)[nH]c3=O)[C@H](O)[C@@H]2O)cc1
4.4	CCCNC(=O)C1(C)CCN(C(=O)Cc2ccc(OC)c(OC)c2)C1 (configuration not stated)
-1.3	CC1(C(=O)NS(C)(=O)=O)CCN1C(=O)Cc1ccc(-c2ccccc2)cc1 (configuration not stated)
-4.8	O=C(Nc1cccc(S(=O)(=O)N2CCCC2)c1)[C@@H]1O[C@H](CO)[C@H](O)[C@H](O)[C@H]1O
-5.8	CC1(C(=O)Nc2ccc3[nH]ncc3c2)CCN1C(=O)Cc1ccc(-c2ccccc2)cc1 (configuration not stated)
-3.8	O=C1c2ccccc2C(c2nnnn2Cc2ccccc2)N1Cc1ccc(F)cc1 (configuration not stated)
-8.2	CC1(C(=O)NCc2ccccc2)CN(S(C)(=O)=O)CC(=O)N1Cc1ccco1 (configuration not stated)
-5.3	CCc1nc2c(OCC(=O)C(C)(C)C)cccn2c1N(C)C(=O)CC(C)C
-10.1	COc1cccc(CN2CCC2(C)C(=O)Nc2cccc(Oc3ccccc3)c2)c1OC (configuration not stated)
-7.0	O=C(NCc1cccnc1)c1cc(C2CCCCN2S(=O)(=O)Cc2ccccc2)on1 (configuration not stated)
-6.0	O=S(=O)(Nc1ccc(C(O)(C(F)(F)F)C(F)(F)F)cc1)c1cccc2cccnc12
-7.9	Cc1cc(Nc2cccc(F)c2)cc(=O)n1-c1cccc(F)c1
-5.5	CCc1ccc(C(O)c2ncc(-c3ccccc3F)[nH]2)cc1 (configuration not stated)
-0.1	CC(=O)Nc1cc(-c2cccc(NS(C)(=O)=O)c2)cn2c(-c3cccc(C(F)(F)F)c3)cnc12
-5.2	C[C@@H]1CNCCN1c1ccc(N2CCS(=O)(=O)CC2)c(C#N)c1

Single values from the entries so far:
`COc1cccc(CN2CCC2(C)C(=O)Nc2cccc(Oc3ccccc3)c2)c1OC` (configuration not stated) in GalR3 antag shows -10.1
`O=C(NCc1cccnc1)c1cc(C2CCCCN2S(=O)(=O)Cc2ccccc2)on1` (configuration not stated) in GalR3 antag shows -7.0
`Cc1cc(Nc2cccc(F)c2)cc(=O)n1-c1cccc(F)c1` in GalR3 antag shows -7.9
`CC(=O)Nc1cc(-c2cccc(NS(C)(=O)=O)c2)cn2c(-c3cccc(C(F)(F)F)c3)cnc12` in GalR3 antag shows -0.1
`CCc1nc2c(OCC(=O)C(C)(C)C)cccn2c1N(C)C(=O)CC(C)C` in GalR3 antag shows -5.3

Going on with the list.
GalR3 antag	compound
-5.2	CCCCC(=O)N(C)c1c(C)nc2ccc(C(=O)N3CCN(c4ccccc4)CC3)cn12
-6.5	CCOC(=O)CC1(C)Oc2cc(Cl)ccc2N1S(=O)(=O)c1ccc(C)cc1 (configuration not stated)
-0.4	CN(c1ccc([N+](=O)[O-])cc1)c1cc2c(c3c1ccn3C)C1CCC2C1 (configuration not stated)
-6.8	COc1ccc(-c2coc3c(C(=O)NCc4ccccc4)cccc23)c(C)c1
-5.4	CCCCCCCCC(c1nc2ccccc2[nH]1)N1CCN=C(c2ccccc2)C1=O (configuration not stated)
-7.4	CSCC[C@H](NC(=O)Cc1c(C)c2cc3c(C)c(C)oc3cc2oc1=O)C(=O)N[C@@H](C(=O)O)c1ccccc1
-0.2	CCCNC(=O)C1(C)CCCN(C(=O)c2cc(C)n(C(C)(C)C)n2)C1 (configuration not stated)
-2.8	CC(=O)Nc1ccc(-c2ccnc3c2CC(C(=O)Nc2cccnc2)O3)cc1 (configuration not stated)
-4.2	CCOC(=O)C1(C)CCN1C(=O)c1ccc(C(=O)OC)cc1 (configuration not stated)
2.9	C[C@@H]1CN([C@@H](C)CO)S(=O)(=O)c2ccc(Br)cc2O[C@@H]1CN(C)Cc1ccc2c(c1)OCO2
-10.1	CCOP(=O)(OCC)C(Cc1ccccc1)N=C(c1ccccc1)c1ccccc1 (configuration not stated)
-7.2	COC(=O)C1=C(C)N(Cc2cccc(C(F)(F)F)c2)C(=NCc2ccc(C(F)(F)F)cc2)NC1c1ccccc1C(F)(F)F (configuration not stated)
-5.4	CCCCc1c(-c2ccccc2OC)ncn1Cc1ccc(OC)c(Cl)c1
-7.1	COc1ccc(NC(=O)C2(C)Cc3c(-c4ccc5c(c4)OCO5)ccnc3O2)cc1 (configuration not stated)
-4.0	Cc1cc(Cl)ccc1C(O)c1ncc(-c2ccccc2C(F)(F)F)[nH]1 (configuration not stated)
2.2	c1ccc(Cn2ncc3c(N4CCN(c5ccccc5)CC4)ncnc32)cc1
-5.2	CC(C)(C)NC(=O)C1c2ccccc2OCC(=O)N1CCc1ccccc1 (configuration not stated)
-8.3	CCOC(=O)C1CCCN(C(=O)c2ccc(F)c(Cl)c2)CC1 (configuration not stated)
-5.3	CCCCN(C=O)c1c(CC)nc2c(OCc3cc(Cl)cc(Cl)c3)cccn12
-2.9	COc1ccccc1-c1noc2c1C(=O)N(Cc1cn(-c3ccccc3OC)nn1)CC2
-8.1	COC(=O)C1=C(C)N(Cc2ccc(Br)cc2)C(=S)NC1c1ccc(F)cc1 (configuration not stated)
-7.9	CC(C)c1cc(Cn2c3ccccc3c(=O)n2C(C)Cn2cc(-c3ccc(C(C)(C)C)cc3)nn2)on1 (configuration not stated)
-4.2	O=C(NC1CCCC1)C(C1CC1)n1c(-c2ccccn2)nc2ccccc21 (configuration not stated)
-5.2	Cc1ccccc1-c1ccc2c(c1)[C@@H]1C[C@H]3[C@@H](CN1CC2)[C@H](C)OC(c1ccccc1)N3C (some centres not stated)
-1.4	COC(=O)C1=CN(c2ccc(Oc3ccccc3)cc2)C(N)=C(C#N)C1c1cccc(OC)c1OC (configuration not stated)
-5.6	CC1=C(C(=O)N2CCCCCC2)CC(CC(=O)NC2CCCCC2)C(=O)N1Cc1ccc(F)cc1 (configuration not stated)
0.3	COc1ccc(NC(=O)c2cc(-c3cc(Cl)ccc3OC)n[nH]2)c(OC)c1
-1.1	CCNC(=O)C1CCCN(C(=O)c2cc(F)ccc2C)CC1 (configuration not stated)
-3.2	Cc1ccc2nc(C3CCCCC3)c(Cc3cccc(F)c3)n2c1
-5.3	CC1(C(=O)NCC2CCOCC2)Cc2c(-c3cccc(C(N)=O)c3)ccnc2O1 (configuration not stated)
-4.6	OC(c1ccc(F)c(F)c1)c1nc(-c2cccs2)cs1 (configuration not stated)
-6.8	COc1ccc(C(C)NC(=O)C2CCN(CCCc3ccccc3)CC2)cc1OC (configuration not stated)
-4.4	CC1(C(=O)NS(=O)(=O)C2CC2)CCN(C(=O)COc2ccc(Cl)cc2Cl)C1 (configuration not stated)
-8.6	Cc1cc(NC(=O)OC(C)(C)C)c(-n2nnnc2C(C(=O)c2ccc3c(c2)OCO3)N2CCN(c3ccccn3)CC2)cc1C (configuration not stated)
-1.6	Clc1ccc2nc(-c3cccc(Br)c3)c(Cc3ccccc3)n2c1
-7.6	CC(C)c1ccc(NC(=O)C2(C)Cc3c(-c4ccc5c(c4)OCO5)ccnc3O2)cc1 (configuration not stated)
-7.5	CC(C)Oc1cc(F)ccc1-c1cc(C(=O)NC2CCCCC2)[nH]n1
-4.5	CC1(C(=O)NS(=O)(=O)Cc2cccc(Cl)c2)CCN1C(=O)C1(c2ccc(Cl)cc2)CCC1 (configuration not stated)
-4.7	COc1ccc(NC(=O)N(C)C[C@H]2OCc3cn(nn3)CCCC(=O)N([C@H](C)CO)C[C@@H]2C)cc1
-4.6	CCCCCCn1cc(CN2CC(N3CCN(C)CC3)CS2(=O)=O)nn1 (configuration not stated)

Next part; it opens with the 2 that closed the last part.
GalR3 antag	compound
-4.7	COc1ccc(NC(=O)N(C)C[C@H]2OCc3cn(nn3)CCCC(=O)N([C@H](C)CO)C[C@@H]2C)cc1
-4.6	CCCCCCn1cc(CN2CC(N3CCN(C)CC3)CS2(=O)=O)nn1 (configuration not stated)
-8.2	Cc1ccc(OCc2nc3ccccc3n2C(C)C(=O)Nc2c(C)cccc2C)cc1 (configuration not stated)
-6.4	c1ccc(N2CCN(c3cccc(-c4cc5ccccc5s4)n3)CC2)nc1
-7.7	Cc1ccccc1NC(=O)N(C)[C@H]1C[C@H]2c3[nH]c4c(-c5ccccc5)cccc4c3CCN2C(=O)[C@H]1[C@H](C)O
7.5	CCCN(C)C[C@@H]1OCCCC[C@@H](C)Oc2ccc(NS(=O)(=O)c3ccc(OC)cc3)cc2C(=O)N([C@H](C)CO)C[C@@H]1C
-9.3	COC(=O)C1=C(C)N(Cc2ccccc2C(F)(F)F)C(=NCc2ccc(C(F)(F)F)cc2)NC1c1ccccc1 (configuration not stated)
-4.0	O=S1(=O)N[C@H](Cc2ccccc2)COc2cccc(N3CCN(Cc4ccccc4F)CC3)c21
-6.3	C[C@H]1CN(S(=O)(=O)C(C)(C)C)[C@@H](CCO)/C1=C\c1ccccc1
-6.7	O=C(Nc1ccc2c(c1)OCCO2)C(c1ccncc1)n1c(=O)c(-c2cc3ccccc3[nH]2)nc2ccccc21 (configuration not stated)
-6.3	O=C(NCCN1CCC(n2c(=O)[nH]c3ccccc32)CC1)c1cccnc1Cl
-6.5	COC(=O)c1c(-c2ccc(OC)cc2)c2c(c3c4ccccc4n(S(=O)(=O)c4ccc(C)cc4)c13)C(=O)N(C)C2
-0.5	COC(=O)[C@@]1(C(C)C)N=C(c2cc(OC)c(OC)c(OC)c2)[C@]2(O1)C(=O)N(C)c1ccccc12
-6.0	O=C(N[C@@H](Cc1cccnc1)C(=O)N1CCC[C@H]1C(=O)NCCc1ccccc1Cl)c1ccco1
-3.6	CC1=C(C(=O)N2CCOCC2)CC(CC(=O)NC2CC2)C(=O)N1CCC1=CCCCC1 (configuration not stated)
-7.2	CC(=O)Nc1ccc(NC(=O)C2(C)Cc3c(-c4ccc(NC(C)=O)cc4)ccnc3O2)cc1 (configuration not stated)
-9.2	COc1ccccc1Cc1c(-c2ccc(C#N)cc2)nc2ccc(C)cn12
-7.9	COc1cccc(NC(=O)C2(C)CCN2Cc2ccc3ccccc3c2)c1 (configuration not stated)
-7.3	O=C(NC(c1ccc(F)cc1)c1ccc2ccccc2n1)C1CCN(Cc2ccc(Oc3ccccc3)cc2)CC1 (configuration not stated)
-1.6	COC(=O)c1ccc2cc(F)cc(C)c2n1
-4.3	C[C@H]1CN([C@@H](C)CO)S(=O)(=O)c2ccc(-c3ccc(C#N)cc3)cc2O[C@H]1CN(C)C(=O)CN(C)C
-6.8	CC(=O)N1CCOCC1c1cc(C(=O)Nc2ccccc2)no1 (configuration not stated)
-2.9	CC(=O)NC(c1ccccc1)c1nc(-c2cccc(C(F)(F)F)c2)cs1 (configuration not stated)
-6.3	O=C(Nc1ccncc1)c1cc(C2CCCCN2C(=O)CCCc2ccccc2)on1 (configuration not stated)
-4.2	CCCNC(=O)C1(C)CCN(C(=O)c2ccc(OC(F)F)cc2)C1 (configuration not stated)
-3.4	CC(C)N(C)c1ncnc2c1ncn2[C@H]1CN(Cc2cccnc2)C[C@@H](CO)O1
-5.0&-1.8	O=C1c2ccccc2C(c2nnnn2Cc2ccccc2)N1Cc1cccc(F)c1 (configuration not stated)
-6.3	O=C(NCc1ccccc1)C(c1ccc(-c2ccccc2)cc1)N1CCN(c2ccccc2F)CC1 (configuration not stated)
-6.1	COc1ccc(CNC(=O)c2ccc(-c3ccc(F)c(F)c3)c3ccoc23)cc1OC
1.7	Cc1cc(C)c2c(CN3CCN(c4ccccc4)CC3)cc(=O)oc2c1
-8.8	O=C(/C=C1\OCc2ccccc21)c1ccccc1
-6.2	CC1(C(=O)NS(=O)(=O)c2cccc(C#N)c2)CCN1C(=O)C1(c2ccc(Cl)cc2)CCC1 (configuration not stated)

Brought forward from above: 5 compounds, followed by the next part.
GalR3 antag	compound
-6.3	O=C(NCc1ccccc1)C(c1ccc(-c2ccccc2)cc1)N1CCN(c2ccccc2F)CC1 (configuration not stated)
-6.1	COc1ccc(CNC(=O)c2ccc(-c3ccc(F)c(F)c3)c3ccoc23)cc1OC
1.7	Cc1cc(C)c2c(CN3CCN(c4ccccc4)CC3)cc(=O)oc2c1
-8.8	O=C(/C=C1\OCc2ccccc21)c1ccccc1
-6.2	CC1(C(=O)NS(=O)(=O)c2cccc(C#N)c2)CCN1C(=O)C1(c2ccc(Cl)cc2)CCC1 (configuration not stated)
-3.7	O=C(Nc1ccncc1)c1cc(C2CCCCN2C(=O)CCc2ccccc2)on1 (configuration not stated)
-0.9	Nc1[nH]c(C(=O)c2ccccc2)c(-c2cccc(C(F)(F)F)c2)c1C(=O)c1c[nH]c2ccccc12
-0.5	NC(=O)c1cccc(-c2ccnc3c2CC(C(=O)NCc2ccco2)O3)c1 (configuration not stated)
-5.9	Cc1ccc(Cc2c(C3CCCCC3)nc3ccc(Br)cn23)cc1
-3.1	CC1=C(C(=O)N2CCCCCC2)CC(CC(=O)NC2CC2)C(=O)N1Cc1ccccc1 (configuration not stated)
-5.5	CCC(C(=O)NC1CCCC1)n1c(-c2ccncc2)nc2ccccc21 (configuration not stated)
-3.7	COC(=O)[C@]12CCCCC=C1N(CCC1=CCCCC1)C(=O)[C@H](CC(=O)NCCc1ccccc1OC)C2
-3.9	COc1ccc(C(=O)N2CCC[C@H]2C(=O)N2CCC[C@@H]2C(=O)NCc2ccccc2)cc1F
-7.3	CCCCNC(=O)C[C@H]1C[C@@]2(C(=O)OC)C(=C[C@H](C(C)C)O[C@@H]2C2CC2)N(Cc2ccccc2)C1=O
-2.5	Nc1[nH]c(C(=O)c2ccc(Br)cc2)c(-c2ccc3ccccc3c2)c1C(=O)NCCc1c[nH]c2ccccc12
-3.5&-8.8	CC(=O)C1=CCC(c2ccccc2)N(S(=O)(=O)c2ccccc2)C1 (configuration not stated)
